# High-throughput results as filed in PubChem.
# Growth percent in the NCI-60 one-dose screen (48 h, 10 µM unless noted): 100 = growth as untreated, 0 = no growth, -100 = all killed.
# PC-3 = PC-3 prostate cancer cells | hit rate 3.9% among 80,000
# HCC-2998 = HCC-2998 colon cancer; hit rate 4.7% among 79,000
# SF-539 = SF-539 CNS cancer. hit rate 6.8% among 81,000
# HT29 = HT29 colon cancer; hit rate 7.4% among 81,000; AID 1794748
# SW-620 = SW-620 colon cancer. hit rate 5.2% among 82,000
# SNB-75 = SNB-75 CNS cancer. hit rate 5% among 79,000
# SNB-19 = SNB-19 CNS cancer cells | hit rate 2.5% among 81,000 | AID 1794751
# KM12 = KM12 colon cancer cells. hit rate 5% among 82,000
# DU-145 = DU-145 prostate cancer. hit rate 4.2% among 81,000
# Numbers without * were called inactive; x = not tested or not shown. Rule for the calls: active = growth percent below 10; inactive = the rest.
SMILES,PC-3,HCC-2998,SF-539,HT29,SW-620,SNB-75,SNB-19,KM12,DU-145
COc1ccc(C2CCCCC2O)cc1 (centres undefined),85.5,107.6,100.2,105.4,108.0,90.0,100.2,114.2,105.1
COc1ccc(NC(=O)Nc2sc3c(c2C#N)CCCC3)cc1,94.7,102.4,104.8,99.6,100.8,91.6,99.3,94.6,106.4
COc1cccc(/C=C2\C=C(c3ccccc3)N(CCc3ccccc3)C2=O)c1,83.6,103.1,93.3,86.6,89.5,80.7,90.3,78.6,98.9
C=C(c1ccc(C(=O)O)cn1)c1cc2c(cc1C)C(C)(C)CCC2(C)C,71.1,126.1,86.3,93.8,116.8,94.0,99.7,86.1,93.7
O=C1S/C(=C\c2ccc(Br)cc2)C(=O)N1/N=C/c1ccc(Br)cc1,105.4,100.1,96.7,104.8,93.7,79.7,94.0,104.0,112.1
C[C@]12CC[C@H]3[C@@H](CC=C4C[C@@H](O)CC[C@@]43C)[C@@H]1CC(=O)C2,93.2,111.4,100.0,110.2,105.5,91.4,96.3,106.5,114.5
NC(CSSCC(N)C(=O)O)C(=O)O (centres undefined),27.3,9.2*,-36.8*,5.0*,21.7,-3.2*,-6.0*,8.7*,36.0
O=C(O)c1ccc(CSc2nc3ccccc3[nH]2)cc1,92.5,106.1,101.1,103.9,96.9,102.1,108.4,98.5,103.0
Cc1cc(Nc2ncn[nH]2)n2ncnc2n1,101.2,110.3,113.5,98.1,124.1,82.0,104.0,108.1,118.5
Nc1ccc(-c2ccc(F)cc2)cc1NC(=O)C1CCOCC1,86.6,87.1,82.2,72.1,102.6,92.1,98.3,98.9,104.9
O=C(/C(=C/c1ccc([N+](=O)[O-])cc1)SCc1ccccc1)c1ccc(Cl)cc1,60.9,97.3,94.3,52.0,4.2*,85.0,70.6,65.6,79.3
O=C(CNc1nc(-c2ccccc2)cs1)Nc1ccc(Cl)cc1[N+](=O)[O-],10.5,-93.4*,-86.8*,-14.8*,-60.6*,-19.2*,5.2*,-0.3*,10.1
O=C(Nc1ccc(NC(=O)c2ccccc2)c(S(=O)(=O)c2ccccc2)c1)c1ccccc1,85.3,105.5,103.7,74.5,96.9,89.5,104.1,96.8,105.8
C#CCOc1ccccc1/C=N/Nc1nc(-c2ccc(C#N)cc2)cs1,78.5,119.0,87.7,100.3,96.3,110.6,93.7,91.1,94.8
N#Cc1ncc(-c2ccc(C(F)(F)F)nc2)c(NC2CCCCCC2)n1,91.1,104.9,100.3,97.8,96.9,85.3,97.9,104.4,109.5
O=C1/C(=C/c2ccccc2Br)COc2ccc(O)cc21,60.7,100.3,80.0,48.8,18.3,89.3,75.0,23.9,69.0
CS(=O)(=O)c1ccc(-c2cc(-c3nnc(SCC(=O)Nc4ccc(Cl)cc4)n3-c3ccccc3)c3ccccc3n2)cc1,64.2,107.9,94.1,102.3,99.5,81.8,88.2,97.4,99.8
O=C1OC(=O)c2ccc3c4c(ccc1c24)C(=O)OC3=O,85.4,103.8,97.4,115.8,98.2,72.7,105.2,113.7,127.1
CC(CC(C#N)N(C)c1ccccc1)CC(C)(C)C (centres undefined),94.2,101.0,103.5,108.0,97.3,88.5,98.1,109.5,119.6
CC(=O)O[C@H]1CO[C@H]2[C@@H]1OC[C@@H]2Oc1ccnc(NCc2ccc(F)cc2)n1,103.0,117.2,100.2,111.7,111.0,95.2,111.1,116.7,117.4
COc1ccc2c(=O)c(C)c(C(=O)N[C@@H](Cc3ccccc3)C(=O)C(N)=O)oc2c1,105.4,102.1,100.4,109.2,105.9,78.2,91.9,102.1,109.9
COc1cc(OC)c(S(=O)(=O)NNC(=O)c2ccncc2)cc1C1=NN(C(N)=S)C(c2ccc(Cl)cc2)C1 (centres undefined),94.2,115.0,95.5,106.1,107.2,100.6,97.4,102.0,112.7
O=C1C(=O)/C(=C/c2ccccc2)CCCCCC/C1=C/c1ccccc1,55.4,-22.3*,102.7,-25.6*,-19.1*,68.0,67.9,-23.6*,64.6
Cc1nc(N)sc1C(=O)/C=C/c1ccc(F)cc1,54.9,100.2,96.4,97.5,93.1,77.9,86.1,93.5,96.1
Cc1nc(Nc2ccc(NC(=S)Nc3ccccc3)cc2)nc2nc(NCc3ccccc3)[nH]c(=O)c12,93.1,119.7,57.9,104.3,94.6,90.7,101.2,90.6,97.2

# Compound profiles, as listed above. Values in the order: PC-3, HCC-2998, SF-539, HT29, SW-620, SNB-75, SNB-19, KM12, DU-145
# O=C(CNc1nc(-c2ccccc2)cs1)Nc1ccc(Cl)cc1[N+](=O)[O-] as listed: 10.5, -93.4*, -86.8*, -14.8*, -60.6*, -19.2*, 5.2*, -0.3*, 10.1
# COc1ccc(C2CCCCC2O)cc1 (centres undefined) as listed: 85.5, 107.6, 100.2, 105.4, 108.0, 90.0, 100.2, 114.2, 105.1

# (next part)
SMILES,PC-3,HCC-2998,SF-539,HT29,SW-620,SNB-75,SNB-19,KM12,DU-145
COc1ccc(C=Nc2ccccc2C(=O)O)cc1,93.0,105.0,95.0,100.9,94.8,94.2,91.9,85.8,104.7
C=CCOC(=O)C1=C(C)NC2=C(C(=O)CC(c3ccc(Cl)cc3)C2)C1c1ccc(O)cc1 (centres undefined),83.4,109.7,91.2,96.9,92.7,57.9,73.6,105.4,110.0
CN(C)C(=S)SCN1C(=O)c2ccccc2C1=O,84.6,104.0,110.9,67.5,85.1,101.0,105.1,95.9,113.8
CC1CCN(C(=S)SCC(=O)NC(=O)c2ccccc2)CC1,101.9,115.4,99.2,100.7,105.0,96.5,111.3,97.0,107.4
COc1ccc(OC)c(-n2cc(C#N)c(N)c2C(=O)c2cccnc2)c1,101.2,111.4,95.9,109.1,108.1,102.9,96.6,100.1,104.5
C/C=C(\Br)C(=O)O,91.8,123.8,94.4,110.5,105.2,91.4,108.5,114.1,116.8
COc1cc2c(c(O)c1OC)-c1c(cc(OC)c(OC)c1OC)C[C@@H](C)[C@@H](C)C2,88.6,97.5,99.5,100.1,106.4,87.7,107.3,98.6,107.1
COc1ccc(-c2nnc(Nc3ccc(C)cc3)o2)cc1OC,90.8,104.0,98.0,105.0,111.0,90.7,98.4,105.8,118.5
COc1cccc(/C=C2\Oc3cc(OCCN4CCOCC4)ccc3C2=O)c1,87.9,90.0,95.3,99.6,91.7,96.3,98.8,97.1,96.3
COCCn1c(=N)c(S(=O)(=O)c2ccccc2)cc2c(=O)n3ccccc3nc21,107.8,106.4,101.4,106.3,109.5,106.3,100.0,105.8,110.9
O=C(NCCN1CCCC1)c1ccc(-c2nc3ccc4[nH]ncc4c3c3c2CCCC3)cc1,8.1*,-1.0*,-63.2*,4.8*,1.5*,33.7,7.7*,1.1*,6.1*
CS(=O)(=O)Nc1cc(-c2ccc3ncnc(Nc4cccc(Cl)c4F)c3c2)cnc1Cl,41.4,45.3,27.8,47.6,46.3,9.3*,46.4,69.3,63.0
Cc1ccnc(NC(=O)OC(C)C)c1,100.8,104.3,107.9,102.8,100.8,93.5,106.4,99.2,107.1
CCN(CC)CCn1cc(CN)nn1,98.2,106.5,96.9,100.4,108.5,98.2,107.2,98.1,102.3
CC(=O)Nc1cc([N+](=O)[O-])cc([N+](=O)[O-])c1O,96.8,104.6,96.4,109.9,104.4,88.9,109.2,99.8,100.2
CCOC(=O)COc1ccc2c(c1)O/C(=C\c1cccc(OC)c1)C2=O,100.8,109.3,98.9,109.6,104.0,82.0,95.5,106.8,107.8
COc1ccc(C(=O)/C=C/c2cc(-c3cc4ccccc4o3)n(-c3ccccc3)n2)cc1OC,92.9,105.0,95.8,100.1,x,100.4,95.0,101.7,106.8
O=C(c1nc2ccccc2[nH]1)C1C(c2ccccc2O)C2CC3CCCC[C@H]3N2[C@@]12C(=O)Nc1cc(Cl)ccc12 (some centres undefined),44.3,76.8,76.2,45.2,63.6,45.5,79.4,55.7,76.3
COC1CC(O)C2=C(CC3C(/C(C)=C\CC=C(C)C)CCC3(C)O2)C1=O (centres undefined),93.6,105.0,109.3,99.4,104.0,107.4,103.1,106.7,101.5
O=C(Oc1ccc[nH]c1=O)c1cc([N+](=O)[O-])cc([N+](=O)[O-])c1,x,x,99.3,111.6,106.6,97.1,114.1,116.4,122.7
COc1ccc(NC(=O)CSc2nc3ccccc3[nH]2)cc1,91.9,104.8,95.0,107.7,96.0,74.2,98.2,98.5,105.9
O=S(=O)(NCCNc1cc(-c2c(-c3cccc(O)c3)nc3sccn23)ccn1)c1cccc(Cl)c1,33.1,81.0,67.4,44.6,57.8,24.9,62.2,30.6,46.2
N#Cc1c(NC(=O)c2ccco2)[n+]([O-])c2ccc(Cl)cc2[n+]1[O-],96.8,103.3,99.4,109.1,100.1,90.9,102.0,114.8,110.9
CCOC(=O)/C(O)=C(\C#N)c1ccc(C)cc1,98.8,114.0,94.3,106.8,109.3,89.0,105.8,108.3,109.6
COc1ncc2cc1NS(=O)(=O)c1cccc(c1)C(=O)NCC1=CC=C(S1)c1ncnc3c1SC2=C3C,-24.8*,-43.1*,-55.3*,4.5*,3.0*,-12.9*,11.5,-62.1*,9.1*

# Molecules shown so far with a cyano group, in the order listed:
SMILES,PC-3,HCC-2998,SF-539,HT29,SW-620,SNB-75,SNB-19,KM12,DU-145
COc1ccc(NC(=O)Nc2sc3c(c2C#N)CCCC3)cc1,94.7,102.4,104.8,99.6,100.8,91.6,99.3,94.6,106.4
C#CCOc1ccccc1/C=N/Nc1nc(-c2ccc(C#N)cc2)cs1,78.5,119.0,87.7,100.3,96.3,110.6,93.7,91.1,94.8
N#Cc1ncc(-c2ccc(C(F)(F)F)nc2)c(NC2CCCCCC2)n1,91.1,104.9,100.3,97.8,96.9,85.3,97.9,104.4,109.5
CC(CC(C#N)N(C)c1ccccc1)CC(C)(C)C (centres undefined),94.2,101.0,103.5,108.0,97.3,88.5,98.1,109.5,119.6
COc1ccc(OC)c(-n2cc(C#N)c(N)c2C(=O)c2cccnc2)c1,101.2,111.4,95.9,109.1,108.1,102.9,96.6,100.1,104.5
N#Cc1c(NC(=O)c2ccco2)[n+]([O-])c2ccc(Cl)cc2[n+]1[O-],96.8,103.3,99.4,109.1,100.1,90.9,102.0,114.8,110.9
CCOC(=O)/C(O)=C(\C#N)c1ccc(C)cc1,98.8,114.0,94.3,106.8,109.3,89.0,105.8,108.3,109.6

# (next part)
SMILES,PC-3,HCC-2998,SF-539,HT29,SW-620,SNB-75,SNB-19,KM12,DU-145
NC(N)=N/N=C/Cc1ccccc1,94.2,93.9,102.3,111.1,97.5,82.4,95.1,102.4,111.3
CCCCNc1ccc2c3c(cccc13)C(=O)N(c1ccc(/C(=C(\C)c3ccccc3)c3ccccc3)cc1)C2=O,88.3,114.1,104.8,99.3,104.8,113.7,101.1,95.9,98.5
CC(=O)c1ccc2ncccc2c1,97.6,101.8,103.1,102.0,108.0,90.6,111.0,106.2,103.9
CCOC(=O)c1cc(N2CCCCC2)nc2ccccc12,89.1,80.9,87.8,83.0,106.7,59.7,96.4,103.1,107.7
Cc1cc(=O)c2c(=O)[nH][nH]c2[nH]1,104.7,118.0,103.7,102.8,115.4,98.5,112.8,100.5,113.8
CCOC(=O)/C(C#N)=C1/NNC(=Nc2ccccc2)S1,93.3,100.7,105.0,108.1,99.5,83.5,92.3,94.6,101.0
CSc1ncnc2nc[nH]c12,91.9,100.6,91.5,105.3,124.4,87.7,98.0,114.7,105.5
CCC(C)OC(=O)c1cc(-c2ccc(OC)cc2)nc2ccccc12 (centres undefined),98.8,105.7,103.4,91.0,99.2,62.8,89.3,102.6,100.4
CCCC(C)=C(C(=O)OCC)C(=O)OCC,96.6,104.9,87.6,98.6,109.5,101.5,101.4,113.1,116.1
CNC(=O)c1cc(Oc2ccc3nc(Nc4ccc(F)c(Cl)c4)ccc3c2)ccn1,34.7,49.1,77.2,53.9,108.5,x,68.8,46.3,75.0
NS(=O)(=O)c1ccc(NC(=O)CSc2nc3ccccc3c(=O)n2Cc2ccccc2)cc1,70.8,110.3,96.3,103.2,104.0,61.5,90.4,x,108.5
CCc1c(C(=O)NCc2cccc3ccccc23)[nH]c(C)c1C(C)=O,43.5,57.5,40.9,34.8,53.3,49.8,57.9,53.1,71.2
C/C=C(\C)CCC(C)(O)CC (centres undefined),102.1,116.5,96.0,99.4,106.4,82.8,105.7,115.1,112.1
Nc1nc(-c2ccccc2)c(N=Nc2ccccc2)s1,50.7,83.3,61.8,37.6,76.0,57.4,68.8,48.3,70.1
Cn1c(=O)c2nc(CC(=Nc3ccc(Cl)cc3)c3ccccc3)c(=O)[nH]c2n(C)c1=O,x,101.3,98.0,86.8,79.0,83.2,102.8,70.3,84.5
COC(=O)c1[nH]c(=O)c(C#N)c(C(=O)OC)c1C(=O)c1ccc(Cl)c(Cl)c1,92.4,110.9,92.3,109.3,97.5,92.0,x,101.2,101.9
Cc1nc2ccccc2c(/C=C/c2ccccc2)c1C(=O)/C=C/c1cccs1,61.1,86.1,97.1,61.5,78.2,50.7,76.2,86.8,80.6
Cc1c(C)c(Br)c(Br)c(Br)c1Br,103.0,108.5,108.5,96.1,102.9,91.9,106.3,98.9,107.6
CC1(C)CC(=O)c2c(ccc(C(=O)C[C@H](N)CO)c2N)O1,45.3,9.3*,23.7,2.5*,7.5*,75.9,34.7,16.0,38.0
O=C(CN1CCN(c2cc(=O)n(-c3ccccc3)c3ccccc23)CC1)Nc1nc(-c2ccc(Cl)cc2)cs1,35.0,92.4,76.1,63.8,74.3,67.5,64.0,64.7,61.6
Cc1ccc(Nc2nc(N)n(Cc3cccc(Br)c3)n2)cc1,73.3,101.0,74.3,108.8,93.4,74.7,90.0,46.1,99.5
